# From PubChem BioAssay
# A549 viability = kills or reduces viability of A549 cells in Nrf2 counter-screen. 390,000 compounds, 0.16% hits. Potency, µM (series often up to 46 µM), for inactives: at the highest dose activity change, negative = cytotoxicity, hits mostly inhibitors. A549 ARE-Fluc cells, CellTiter-Fluor viability, 18-24 h; further: potency means the concentration at half of the fitted maximal effect; on the % scale 0 is the no-effect control and ±100 the full control effect
#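 A549 ARE-Fluc cells in 5% FBS OPTI-MEM, 5000 cells/well, rested 2 h then exposed to compounds in concentration-response for 18-24 h at 37 °C. Viability by CellTiter-Fluor fluorescence (Ex 405/Em 525) after 30 min; luciferase luminescence (BugLite, 15 min, RT) read afterwards.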
# TGFb inhibitor = inhibitors of TGF-b signaling; 410,000 compounds, 1.2% hits; HepG2 CAGA-GFP TGF-b/SMAD3 reporter, GFP fluorescence, 18 h; TGF-beta stimulated, 500 pg/mL final; Potency, µM (top dose mostly 46.1 µM), for inactives: at the highest dose activity, negative = inhibition, actives largely listed as inhibitors; further: potency means the concentration at half of the fitted maximal effect; on the % scale 0 is the no-effect control and ±100 the full control effect; nearly all actives have a fitted effect of over 65% in size
#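 TGF-beta reporter screen: HEPG2 CAGA-GFP, 1% FBS, 500 pg/mL TGF-beta final, 18 h; per-cell GFP summed per well; curves fitted and categorized by class.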
# Nrf2 activator = activators of Nrf2 (ARE) signaling; AREc32 ARE-luciferase reporter (MCF7-derived line), luminescence, 24 h; Potency, µM (top dose mostly 46.1 µM), for the others: at the highest dose activation, usual class: activators; 410,000 compounds, 0.31% hits; AID 624171; further: potency means the concentration at half of the fitted maximal effect; % of control where 0% means no effect; nearly all actives have a fitted effect of over 65% in size
#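 Cells of the AREc32 ARE-luciferase line are plated in OPTI-MEM containing 5% FBS and left overnight at 37 deg C. Compounds are pinned in, incubation continues 24 hr, and firefly luciferase signal is then measured.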
# HepG2 viability = counter-screen for TGF-b inhibitors: cytotoxicity in HepG2 cells. HepG2 CAGA-GFP viability, ATP luminescence, 18 h. Potency, µM (highest dose often 46.1 µM), for the others: at the highest dose activity change, negative = cytotoxicity, most hits filed as cytotoxic. 410,000 compounds, 0.76% hits; further: potency means the concentration at half of the fitted maximal effect; some results filed as inactive show a strong effect at the top dose
#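 HepG2 CAGA-GFP cells (1000/well, DMEM with 1% FBS) received compound, then TGF-beta at 500 pg/mL final, and were incubated 18 hours at 37 degrees C. Viability was read by CellTiter-Glo luminescence. Media-only wells were set as complete cell-killing and DMSO as no toxicity.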
# EPAC2 ag = activates human EPAC2 exchange factor; Q8WZA2; EPAC2 activation, biochemical qHTS; response scale: 100% = 6.5 mM cAMP response; Potency, µM (highest dose often 154 µM), for inactives: top-dose activation, usual class: activators; 360,000 compounds, 0.079% hits; AID 720711; further: potency means the concentration at half of the fitted maximal effect; nearly all actives have a fitted effect of over 50% in size
# Target sequence (Q8WZA2 whole entry, looked up): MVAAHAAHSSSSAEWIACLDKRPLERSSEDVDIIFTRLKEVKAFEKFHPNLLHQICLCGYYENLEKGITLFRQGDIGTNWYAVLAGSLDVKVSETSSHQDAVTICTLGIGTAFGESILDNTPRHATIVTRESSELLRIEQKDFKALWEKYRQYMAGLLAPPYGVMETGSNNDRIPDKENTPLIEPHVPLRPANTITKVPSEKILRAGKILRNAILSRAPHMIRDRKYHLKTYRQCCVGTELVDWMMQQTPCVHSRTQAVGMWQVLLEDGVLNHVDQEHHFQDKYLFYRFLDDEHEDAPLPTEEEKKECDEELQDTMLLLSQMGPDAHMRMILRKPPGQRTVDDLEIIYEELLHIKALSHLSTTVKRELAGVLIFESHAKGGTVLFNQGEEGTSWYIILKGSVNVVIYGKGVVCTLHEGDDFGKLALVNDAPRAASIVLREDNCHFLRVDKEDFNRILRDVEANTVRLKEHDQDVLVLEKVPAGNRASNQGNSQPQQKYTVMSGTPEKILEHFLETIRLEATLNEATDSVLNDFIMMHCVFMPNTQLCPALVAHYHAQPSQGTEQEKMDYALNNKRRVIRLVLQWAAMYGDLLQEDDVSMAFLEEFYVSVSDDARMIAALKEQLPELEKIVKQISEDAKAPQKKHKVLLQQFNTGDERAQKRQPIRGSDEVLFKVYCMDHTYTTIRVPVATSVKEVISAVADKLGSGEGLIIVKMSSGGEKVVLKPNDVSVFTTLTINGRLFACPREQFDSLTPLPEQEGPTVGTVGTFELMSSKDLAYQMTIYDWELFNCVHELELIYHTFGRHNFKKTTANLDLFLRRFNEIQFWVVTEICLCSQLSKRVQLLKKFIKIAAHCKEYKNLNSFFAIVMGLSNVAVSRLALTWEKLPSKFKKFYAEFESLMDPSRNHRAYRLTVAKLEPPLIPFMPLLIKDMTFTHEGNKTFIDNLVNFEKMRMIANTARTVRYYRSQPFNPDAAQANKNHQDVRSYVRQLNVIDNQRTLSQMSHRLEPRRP
#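 Guanine nucleotide exchange by EPAC2 is measured as reduced fluorescence of BODIPY-GDP once it is released from 250 nM Rap1B. Plates are read kinetically for 30 min at room temperature; results are scaled to 6.5 mM cAMP.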
# ATXN viability = reduces viability in counter-screen for ATXN expression inhibitors. S2 cells (HEK-293 line with an ATXN2-luciferase reporter) viability, CellTiter-Fluor protease fluorescence, 24 h. Potency, µM (doses to about 56.7 µM), actives largely listed as cytotoxic. 400,000 compounds, 0.49% hits; further: potency means the concentration at half of the fitted maximal effect; nearly all actives have a fitted effect of over 40% in size
# Nrf2 block = Nrf2 pathway inhibition; 360,000 compounds, 2.1% hits; A549 ARE-Fluc reporter, luciferase luminescence, 18-24 h; Potency, µM (series often up to 46 µM), for the others: at the top dose activity change, negative = inhibition, usual class: inhibitors; further: potency means the concentration at half of the fitted maximal effect; on the % scale 0 is the no-effect control and ±100 the full control effect; nearly all actives have a fitted effect of over 60% in size
#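 Cells were seeded and rested 2 h, then exposed to compounds for 18-24 h. CellTiter-Fluor was read first as a viability measure. BugLite was added 15 min before the final luminescent read of ARE-luciferase activity in A549 cells.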
# ATXN2 expr inh = reduces ATXN2 reporter expression in HEK-293 cells; HEK-293 ATXN2-luciferase reporter, luminescence, 24 h; Potency, µM (top dose mostly 57 µM), for inactives: top-dose activity change, negative = inhibition, most hits filed as inhibitors; 360,000 compounds, 0.72% hits; AID 1745845; further: potency means the concentration at half of the fitted maximal effect; on the % scale 0 is the no-effect control and ±100 the full control effect; nearly all actives have a fitted effect of over 55% in size
#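 qHTS (up to 57 uM final) was run with 24 h compound exposure of reporter cells at 37 °C. Each well was multiplexed: SteadyGlo luminescence measured ATXN2-luciferase expression after a fluorogenic Gly-Phe-AFC viability readout (25 uM final).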
# IL2 activator = activates IL-2 in a cell-based reporter assay. 360,000 compounds, 0.065% hits. IL-2 activation reporter assay, cell-based qHTS; stimulated with anti-CD3/CD4/CD28 beads; in transgenic mouse T cells. AID 652025. activation, % (series mostly up to about 46 µM); in the data active means activation above about 50%; inconclusive means mostly about 30% to 49%; further: 0% is about no effect
#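 Unstimulated transgenic mouse T cells; 60-min compound exposure; bead-based TCR/CD4/CD28 stimulation; 18 h culture, 37 degrees C; dual fluorescence (EGFP, DsRed) plate cytometry.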
# Active calls of the source: *; i = inactive; ? = inconclusive; · = no result given; ! = not active in a repeat; [ ] = another dose, or the depositor's remark. Unless noted, the call rests on the fitted dose curve; in most records, active means well fitted curve in the direction sought with a large enough effect; inconclusive means small, poorly fitted or top-dose-only effect, or another doubt; inactive means no such curve, though single readings can be large; an effect the other way counts as inactive or inconclusive. Hits appear at their usual frequency, and some 4.3% of all compounds hit somewhere here.
SMILES,A549 viability,TGFb inhibitor,Nrf2 activator,HepG2 viability,EPAC2 ag,ATXN viability,Nrf2 block,ATXN2 expr inh,IL2 activator
COc1ccc(NC(=O)N2CCc3c(sc4c3CCCC4)C2c2ccc(F)cc2)cc1 (stereo not given),16%,?,4.1%,-17%,·,i,·,-17%,·
CS(=O)(=O)N(Cc1ccccc1)c1ccc(C(=O)NCCSCc2ccco2)cc1,-11%,-17%,?,0%,20%,i,?,-4%,-3.3
CCOC=C1SC(=S)N(c2ccccc2OC)C1=O,·,-4%,-1.0%,2%,5%,i,·,·,-1.9
Cc1c(N/C=C/C(=O)c2ccc(Cl)cc2)c(=O)n(-c2ccccc2)n1C,-3%,-13%,0.7%,-1%,13%,?,12%,4%,0.6
CCCn1c(SC2C(=O)CC(C)(C)CC2=O)nc2c1c(=O)n(C)c(=O)n2C,4%,8%,-0.6%,1%,5%,i,7%,-4%,-1.6
CC(C)OP(=O)(OC(C)C)C1(O)C(=O)Nc2ccccc21 (stereo not given),-9%,?,1.7%,-3%,5%,i,-6%,3%,-0.3
NC(=O)CC(NC(=O)Cc1ccc(Cl)cc1)c1ccc(N2CCN(c3ccccn3)CC2)c([N+](=O)[O-])c1 (stereo not given),0%,-19%,3.1%,-4%,0%,i,21%,0%,-0.3
Cc1ccc(-n2c(-c3ccc(Cl)cc3)n[nH]c2=S)c(C)c1,-7%,-1%,3.1%,2%,12%,i,7%,5%,0.4
N#Cc1ncc(C(F)(F)F)cc1Oc1cccnc1,1%,-5%,-0.2%,2%,9%,i,-8%,5%,-0.1
O=C(CN1c2cccc3cccc(c23)S1(=O)=O)Nc1ccccc1,3%,?,-0.3%,0%,-3%,i,-1%,-14%,0.7
Cc1nc(N2CCN(C(=O)c3ccco3)CC2)[nH]c(=O)c1C,4%,5%,-0.4%,-2%,0%,i,-14%,1%,-0.4
COc1ccc(NC(=O)c2sc3nc(N4CCOCC4)c4c(c3c2N)CC(C)(C)OC4)cc1,0%,0%,-0.6%,1%,-4%,i,1%,2%,-3.7
CN1CCN(c2ccc(NC(=O)c3ccc4c(c3)[nH]c(=O)n4Cc3ccc(F)cc3)cc2)CC1,-9%,1%,4.3%,-6%,4%,?,-6%,-23%,0.8
CCN(c1ccccc1)S(=O)(=O)c1ccc(OC)c(NC(=O)c2ccccc2OC)c1,-1%,1%,-1.1%,7%,17%,i,9%,-3%,-4.6
CN(C)CCCNC(=S)Nc1ccc(Oc2ccccc2)cc1,5%,-16%,0.0%,-30%,10%,·,5%,-17%,-4.1
CCCCN(CCCC)S(=O)(=O)c1ccc2oc(C(=O)NCc3ccc(C)cc3)c(C)c2c1,-1%,-2%,0.5%,-31%,·,i,·,2%,·
CN(C1CCCCC1)S(=O)(=O)c1ccc2[nH]c(=O)oc2c1,4%,-23%,-0.2%,-15%,8%,i,-9%,-7%,-4.5
O=C(CCCn1c(SCC(=O)c2ccc(F)cc2)nc2ccccc2c1=O)NCc1ccccc1,-12%,0%,0.8%,-25%,0%,·,?,·,1.9
COc1cccc(C(=O)CSc2nnnn2C)c1,4%,0%,0.5%,-23%,-4%,i,9%,4%,-0.7
C=CCN(CC=C)S(=O)(=O)c1ccc(C(=O)Nc2nnc(CSC)o2)cc1,-17%,?,-2.4%,-28%,0%,i,?,·,-2.5
CCc1ccc(C(c2ccccc2)c2c(C)[nH]c3ccccc23)s1 (stereo not given),-3%,?,-2.8%,-96%,·,·,-7%,?,·
C/C(=N\NC(=O)c1nc2ccccn2c1C)c1ccc2c(c1)OCO2,4%,-20%,3.3%,-19%,10%,i,5%,17%,0.2
O=C(CN1CCCCCC1)Nc1ccc([N+](=O)[O-])cc1Cl,-1%,-8%,0.4%,0%,6%,i,6%,13%,1.8
CCOc1cc(N2CCOCC2)c(OCC)cc1NC(=O)COC(=O)CCOc1cc(C)ccc1C,0%,-7%,?,-26%,-3%,i,2%,-5%,-0.7
Cc1ccc2c(c1)-c1c(cnn1CC(=O)Nc1ccccc1N1CCN(C)CC1)CO2,7%,-2%,2.7%,-22%,1%,i,12%,-12%,-2.8
SMILES,A549 viability,TGFb inhibitor,Nrf2 activator,HepG2 viability,EPAC2 ag,ATXN viability,Nrf2 block,ATXN2 expr inh,IL2 activator
C/C=C/c1ccc(OC(C)=O)c(OC)c1,2%,-3%,-0.4%,-12%,1%,i,3%,3%,0.4
COc1ccc2[nH]c(C)c(CCN3C(=O)C4C5C=CC(C5)C4C3=O)c2c1 (stereo not given),-2%,-2%,-0.6%,0%,2%,i,-16%,-5%,-2.9
COc1ccc(F)cc1CN1CCN(C(=O)CCC(=O)Nc2nnc(C3CCCCC3)s2)CC1,2%,?,3.8%,-1%,-2%,?,-3%,-25%,-2.5
COc1ccc(O)c(/C=N/NC(=O)c2ccc(OCc3cccc(Br)c3)cc2)c1,20%,-5%,0.0%,-38%,-6%,?,-28%,3.2µM*,-3.0
Cc1ccc(C)c(/C=C(\C(=O)O)c2ccc(S(=O)(=O)N3CCCCC3)s2)c1,0%,0%,-0.4%,-16%,-4%,i,-2%,15%,0.5
CCN(CC)S(=O)(=O)c1ccc(C)c(NC(=S)Nc2cccc(S(=O)(=O)N3CCCCCC3)c2)c1,-5%,?,-0.2%,3%,12%,?,23µM*,-22%,-5.0
O=C(/C=C/c1ccco1)NC(=S)Nc1ccccc1N1CCOCC1,·,-28%,9.5%,-34%,24%,?,?,-6%,0.0
CCOc1ccccc1Nc1sc(C(=O)c2ccc(Cl)cc2)c(N)c1S(=O)(=O)c1ccccc1,-12%,0%,-0.5%,-5%,·,i,·,15%,·
COc1ccc(Nc2ncnc3c2cnn3-c2ccc(C)cc2)cc1Cl,-7%,10%,0.1%,2%,·,i,·,30%,·
Cc1cccnc1NC(=O)CN1C(=O)NC(C)(c2ccc3ccccc3c2)C1=O (stereo not given),-1%,-7%,-0.6%,5%,1%,i,2%,5%,1.8
CCC(Oc1ccc(Br)cc1)C(=O)N1CCN(c2ncccn2)CC1 (stereo not given),4%,22%,0.3%,8%,10%,i,?,0%,1.7
COc1ccc(NS(=O)(=O)c2cc(NC(=O)CCSc3ccccc3)ccc2OC)cc1,-7%,-16%,1.8%,11%,-1%,i,?,13%,0.7
CCOc1ccc(C(=O)NC(=S)Nc2cc(C)ccn2)cc1[N+](=O)[O-],-1%,-4%,-0.1%,3%,5%,i,1%,9%,-1.5
CCc1ccc(OCC(=O)NNCC(=O)Nc2ccc(OC)cc2)cc1,6%,9%,-0.3%,-26%,-7%,i,14%,5%,-1.8
COc1cc2c(cc1NC(=O)CSc1nnc(Cc3cccs3)n1C)oc1ccccc12,-2%,?,16%,-12%,?,i,2%,-6%,1.3
Cc1noc(C)c1CN1C(=O)NC(Cc2ccccc2)(Cc2ccccc2)C1=O,10%,-23%,0.3%,-9%,-1%,i,·,-18%,0.3
Cc1ccc(-c2nc3[nH]c(=O)cc(NC(=O)c4cccs4)n3n2)cc1,1%,4%,-0.9%,-2%,2%,i,9%,6%,-2.0
Nc1cccc(NC(=O)c2ccco2)c1,0%,-7%,0.6%,-2%,3%,i,1%,5%,0.9
COc1cccc(-c2nn(C)c3sc(C(=O)Nc4ccc5c(c4)OCCO5)cc23)c1,-25%,3%,8.0%,-3%,15%,i,-24%,44%[activator],-1.5
COC(=O)C(OC(=O)c1ccc(OC)cc1)C(=O)OC,9%,-1%,-0.3%,-7%,11%,i,26%,2%,-2.8
CCOc1ccc(CN(Cc2ccco2)S(=O)(=O)c2ccc(-n3cnnn3)c(OC)c2)cc1,-2%,-4%,2.9%,-9%,4%,i,?,-7%,-3.1
CCCc1cc(-c2n[nH]c(=S)n2-c2cccc(C)c2)cs1,0%,10%,0.6%,0%,2%,i,6%,7%,-0.3
CCN(CC(=O)Nc1c(F)cccc1F)C(=O)c1ccc(S(=O)(=O)NCc2ccco2)cc1,-13%,?,-0.5%,-4%,-5%,i,-10%,7%,-0.4
CO[C@@]12[C@H](COC(N)=O)C3=C(C(=O)C(C)=C(N)C3=O)N1C[C@@H]1N[C@@H]12,-11%,-4%,-0.1%,0%,4%,?,?,1.7µM*!,-0.3
CC(C)(C)C(=O)N1CCN(c2nc3ccccc3s2)CC1,2%,22%,2.6%,25%,6%,i,15%,·,-0.1
O=C(Nc1ccccc1F)NC1CCCCCCC1,1%,-3%,-0.1%,-15%,17%,i,?,50%[activator],-1.0
CCCCN(C(=O)c1cccc(S(=O)(=O)N(C)c2ccc(C)cc2)c1)c1c(N)n(CC(C)C)c(=O)[nH]c1=O,-1%,6%,0.2%,-3%,-5%,i,7%,8%,-0.4
CN(C(=O)COC(=O)c1ccc(S(=O)(=O)N2CCCCCC2)cc1)c1ccccc1,·,1%,-1.4%,4%,-1%,i,·,·,-2.2
O=C(O)CC1(CC(=O)Nc2ccccc2N2CCOCC2)CCCC1,0%,0%,0.3%,-4%,13%,i,-8%,-12%,0.2
CCCC/C(=N\NC(=O)c1ccc(Br)o1)c1ccccc1,-8%,21%,18%,17%,7%,i,-12%,-12%,-0.1

# Whole records, quoted from the list:
# Entry for COc1ccc(O)c(/C=N/NC(=O)c2ccc(OCc3cccc(Br)c3)cc2)c1 : A549 viability: 20%; TGFb inhibitor: -5%; Nrf2 activator: 0.0%; HepG2 viability: -38%; EPAC2 ag: -6%; ATXN viability: ?; Nrf2 block: -28%; ATXN2 expr inh: 3.2µM*; IL2 activator: -3.0
# Entry for CCN(CC(=O)Nc1c(F)cccc1F)C(=O)c1ccc(S(=O)(=O)NCc2ccco2)cc1 : A549 viability: -13%; TGFb inhibitor: ?; Nrf2 activator: -0.5%; HepG2 viability: -4%; EPAC2 ag: -5%; ATXN viability: i; Nrf2 block: -10%; ATXN2 expr inh: 7%; IL2 activator: -0.4
